Source: PubChem (several laboratories)
STAT3 activator: increases IL-6 driven STAT3 reporter signal; U3A cells, IL-6 STAT3-luciferase reporter, luminescence; 100% = signal with IL-6 EC80 alone; activation (% of control), % at 5.6 µM; 190,000 compounds, 0.91% hits; AID 871;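 active = activation above the screen-wide mean of compound activation plus 3 SD, cut at about 130% in these data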;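 note: 0% = background luminescence of wells with medium and substrate only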
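Test system: human U3A cells carrying STAT3-luciferase construct; control set: IL-6-only wells as 100% reference; timing: compound pre-incubation 1 h before IL-6, then 6 h stimulation at 37 °C; also added: IL-6 stimulus at 33 ng/mL final; evaluation: % activation versus median of IL-6-stimulated wells; detection: reporter luminescence signal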
APP 5UTR inh: APP translation inhibition; 190,000 compounds, 0.82% hits; inhibition, % at 2 µM; SH-SY5Y APP 5'UTR-luciferase reporter, luminescence;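 active = inhibition above a set limit, derived from the sample mean plus 3 SD, cut at about 45% in these data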; note: values of inactives mirror those of a sister screen read the other way
STAT1 activator: STAT1 signaling activation; NIH 3T3 STAT1-luciferase reporter, IFN-gamma, luminescence; 100% = IFN-gamma alone, no compound; activation (% of control), % at 5.5 µM; 200,000 compounds, 2.6% hits; AID 932;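 active = activation above the screen-wide mean activation plus 3 SD, cut at about 130% in these data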;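 note: raw ratio to IFN-gamma control signal so 100% means no change and 0% no light; values of inactives mirror those of a sister screen read the other way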
STAT1 inh: reduces IFN-gamma driven STAT1 reporter signal. AID 920. inhibition, % at 5.5 µM. 200,000 compounds, 0.35% hits. NIH 3T3 STAT1-luciferase reporter, luminescence;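 active = inhibition above a set limit, the mean inhibition across all tested compounds plus 3 SD, cut at about 34% in these data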;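 note: 0% = IFN-gamma with DMSO and 100% = IFN-gamma with 300 µM nifuroxazide; values of inactives mirror those of a sister screen read the other way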
NF-kB neuron act: raises NF-kB expression in human neuronal cells | NF-kB reporter expression; stronger effect = higher value | fold change at 12.5 µM | 190,000 compounds, 1.6% hits | AID 1239; in the data active = fold change above about 3.3
FLuc act counter: affects firefly luciferase, flagging false hits in luciferase stimulation screens; ATPlite luciferase biochemical, luminescence, 10 min; 0 = ATP-free wells, 1 = DMSO control; activation factor at 10 µM; P08659; 200,000 tested, under 10 active; AID 1027;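 active = luciferase activation factor, scaled between plate controls, of at least 2 with compound at 10 µM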
Target sequence (P08659 whole entry, looked up): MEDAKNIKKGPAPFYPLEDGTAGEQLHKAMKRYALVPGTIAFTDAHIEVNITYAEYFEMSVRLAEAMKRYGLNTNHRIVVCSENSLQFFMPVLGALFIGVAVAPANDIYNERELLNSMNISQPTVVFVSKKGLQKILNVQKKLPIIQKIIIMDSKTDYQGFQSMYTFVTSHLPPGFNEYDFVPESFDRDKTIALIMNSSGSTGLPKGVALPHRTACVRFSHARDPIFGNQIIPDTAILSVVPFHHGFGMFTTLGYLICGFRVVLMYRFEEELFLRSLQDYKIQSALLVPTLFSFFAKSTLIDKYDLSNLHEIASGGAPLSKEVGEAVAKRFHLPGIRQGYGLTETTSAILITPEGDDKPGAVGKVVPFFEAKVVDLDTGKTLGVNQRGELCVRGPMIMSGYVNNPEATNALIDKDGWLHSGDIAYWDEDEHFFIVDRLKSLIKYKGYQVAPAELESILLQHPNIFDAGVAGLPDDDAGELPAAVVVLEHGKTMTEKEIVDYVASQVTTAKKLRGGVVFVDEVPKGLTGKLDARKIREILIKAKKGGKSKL
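Assay system: Luciferase/luciferin detection reagent, cell-free biochemical luciferase assay / Also added: ATP substrate / Schedule: 10 min at ambient temperature / Measured by: luminescence measurement of luciferase light output / Benchmarks: low control with PBS replacing ATP, high control enzyme plus ATP without compound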
FLuc inh counter: inhibits firefly luciferase, flagging false hits in luciferase inhibition screens | AID 1006 | ATPLite firefly luciferase biochemical luminescence, 10 min | 200,000 compounds, 1.5% hits | P08659 | inhibition, % at 10 µM;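 active = inhibition above about 50% when tested at 10 µM, limit read from the data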
STAT3 blocker: inhibitors of IL-6 induced STAT3 signaling. U3A cells, IL-6 STAT3-luciferase reporter, luminescence; host cell line lacks STAT1. inhibition, % at 5.5 µM. 190,000 compounds, 0.89% hits. AID 862;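 active = inhibition above the mean inhibition across all screened compounds plus 3 SD, cut at about 44% in these data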;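 note: 0% = DMSO only wells and 100% = 100 µM nifuroxazide control wells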
ROMK primary: human ROMK K+ channel modulation, primary screen; B-score at 10 µM; Tet-inducible ROMK, thallium flux fluorescence; actives lie on both sides; 130,000 compounds, 2% hits; P48048; AID 1918;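 active = signal ratio slope over the read window, or its plate-corrected B-score, at least 3 SD from the plate mean, either direction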;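 note: B-score of the F/F0 ratio slope over 7 to 12 s after thallium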
Target sequence (P48048 whole entry, looked up): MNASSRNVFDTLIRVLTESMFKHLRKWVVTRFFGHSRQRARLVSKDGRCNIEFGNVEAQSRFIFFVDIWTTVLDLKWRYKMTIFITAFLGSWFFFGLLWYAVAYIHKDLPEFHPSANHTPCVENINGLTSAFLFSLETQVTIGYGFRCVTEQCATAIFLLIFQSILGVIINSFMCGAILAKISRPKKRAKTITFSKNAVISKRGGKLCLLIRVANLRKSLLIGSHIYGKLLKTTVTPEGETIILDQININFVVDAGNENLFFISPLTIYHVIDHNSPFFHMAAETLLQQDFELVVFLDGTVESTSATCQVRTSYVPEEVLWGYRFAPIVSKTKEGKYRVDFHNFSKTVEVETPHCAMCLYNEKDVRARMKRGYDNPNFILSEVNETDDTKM
APP 5'UTR act: activates APP 5'UTR luciferase reporter; SH-SY5Y APP 5'UTR luciferase reporter, luminescence; zero percent = DMSO vehicle wells; 190,000 compounds, 1% hits; activation, % at 2 µM;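 active = activation above a set limit, based on mean plus 3 SD of controls, cut at about 140% in these data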; note: values of inactives mirror those of a sister screen read the other way
Active calls of the source: *; nt = not tested or not shown.

A first look:
SMILES | STAT3 activator | APP 5UTR inh | STAT1 activator | STAT1 inh | NF-kB neuron act | FLuc act counter | FLuc inh counter | STAT3 blocker | ROMK primary | APP 5'UTR act
COc1cc(C2CC(=O)Nc3cc(C)c(C)cc32)cc(OC)c1OC (configuration not stated) | 100 | -3 | 101 | -1 | 1.1 | 1 | -2 | 3 | nt | 3
O=S(=O)(c1ccc(Cl)cc1)N1CCN(Cc2c[nH]c3ccccc23)CC1 | 108 | -15 | 99 | 1 | 1.1 | 1.1 | -8 | -13 | -1.9 | 15
CC(C)(C)OC(=O)N1CCNc2ccccc2C1 | 100 | 6 | 104 | -5 | 1.3 | 1 | -3 | 5 | nt | -6
O=C(Nc1cc(Cl)ccc1Oc1ccccc1)c1ccc(F)cc1 | 103 | 9 | 111 | -12 | 0.93 | 1 | 2 | 0 | nt | -9
CC(C)(C)n1nnnc1C(c1ccncc1)N1CCCCCC1 (configuration not stated) | 105 | -3 | 101 | -1 | 1.2 | 1 | -4 | -2 | 0.0014 | 3

The listing, previewed entries included:
SMILES | STAT3 activator | APP 5UTR inh | STAT1 activator | STAT1 inh | NF-kB neuron act | FLuc act counter | FLuc inh counter | STAT3 blocker | ROMK primary | APP 5'UTR act
COc1cc(C2CC(=O)Nc3cc(C)c(C)cc32)cc(OC)c1OC (configuration not stated) | 100 | -3 | 101 | -1 | 1.1 | 1 | -2 | 3 | nt | 3
O=S(=O)(c1ccc(Cl)cc1)N1CCN(Cc2c[nH]c3ccccc23)CC1 | 108 | -15 | 99 | 1 | 1.1 | 1.1 | -8 | -13 | -1.9 | 15
CC(C)(C)OC(=O)N1CCNc2ccccc2C1 | 100 | 6 | 104 | -5 | 1.3 | 1 | -3 | 5 | nt | -6
O=C(Nc1cc(Cl)ccc1Oc1ccccc1)c1ccc(F)cc1 | 103 | 9 | 111 | -12 | 0.93 | 1 | 2 | 0 | nt | -9
CC(C)(C)n1nnnc1C(c1ccncc1)N1CCCCCC1 (configuration not stated) | 105 | -3 | 101 | -1 | 1.2 | 1 | -4 | -2 | 0.0014 | 3
COc1ccc(OCCNc2cc(N3CCCCC3)ccc2[N+](=O)[O-])cc1 | 78 | 4 | 98 | 2 | 1.1 | 1 | -2 | 32 | nt | -4
CC(=O)COC(=O)CNC(=O)c1ccc(Br)cc1 | 97 | -13 | 105 | -5 | 1.1 | 1 | 1 | 4 | 0.21 | 13
CCOC(=O)c1csc(NC(=O)c2ccc(OCC)cc2)n1 | 85 | -18 | 81 | 20 | 0.92 | 0.9 | 13 | 25 | 0.66 | 19
CCOC(=O)c1ccccc1NC(=O)c1cn(-c2ccc(C)c(C)c2)c(=O)c2ccccc12 | 101 | -8 | 106 | -6 | 0.35 | 1.1 | -7 | -2 | 1.1 | 8
COc1ccc(Br)cc1C(=O)Nc1cccc2ncccc12 | 87 | -11 | 98 | 1 | 1.4 | 1 | -5 | 21 | 0.41 | 11
CC(C)(C)c1nc2ccccc2c2nnc(SCC(=O)NCc3ccco3)n12 | 105 | 0 | 97 | 3 | 0.74 | 1 | -4 | -2 | -0.34 | 0
Cc1ccc(CNC(=O)c2cccc(S(C)(=O)=O)c2)cc1 | 96 | -11 | 100 | 0 | 1.3 | 1.1 | -6 | 10 | -0.0078 | 11
Cc1cc(C(=O)NCC(=O)O)c(C)o1 | 99 | 0 | 96 | 4 | 1.2 | 1.1 | -7 | 6 | 1.7 | 0
O=C(Nc1ccc(N2CCCC2)c(Cl)c1)c1cccnc1 | 94 | -15 | 112 | -13 | 0.7 | 0.8 | 16 | 11 | nt | 15
COc1ccc(-c2nnn(CC(=O)N(Cc3ccco3)C(C(=O)NCC3CCCO3)c3ccco3)n2)cc1 (configuration not stated) | 87 | 4 | 92 | 9 | 1 | 1 | -3 | 14 | nt | -4
O=C(CCSc1ccc(Cl)cc1)Nc1cccnc1 | 104 | -2 | 100 | -1 | 7.7* | 1 | 1 | 3 | 3 | 2
Cc1cc(C)c(/C=N/n2c(C)cc(C)c(C#N)c2=O)c(C)c1 | 91 | -17 | 98 | 3 | 3.1 | 1 | 0 | 9 | 0.23 | 17
CCN(C(=O)c1coc(=O)c2ccccc12)c1cc(OC)ccc1OC | 101 | 3 | 101 | -1 | 0.93 | 1 | -4 | 2 | nt | -3
CCCC(C)(C)NC(=O)CCCCC(=O)NC(C)(C)CCC | 107 | -15 | 106 | -7 | 1.4 | 1 | -3 | -4 | 0.19 | 15
CCOc1ccccc1OCCCNCc1ccco1 | 89 | -14 | 95 | 6 | 1.2 | 1.1 | -6 | 20 | -1.2 | 14
CC(=O)Nc1cccc(N/C(N)=N/c2nc(C)cc(C)n2)c1 | 98 | -7 | 100 | -2 | 0.89 | 1 | -4 | 7 | -0.31 | 7
CCOC(=O)Cn1c(=O)c(-c2ccccc2NC)nc2ccccc21 | 105 | 4 | 95 | 5 | 0.94 | 1 | -3 | 2 | 0.018 | -4
N#CCCn1c(Cl)nc2ccccc21 | 100 | 12 | 101 | -1 | 1.5 | 1 | -2 | 5 | nt | -12
CCN(CC)C(=O)Cn1c(=O)n(CCCCCC(=O)Nc2ccccc2)c(=O)c2sccc21 | 94 | 15 | 95 | 5 | 1.1 | 1 | -5 | 4 | nt | -15
O=C(CC1C(=O)NCCN1Cc1ccc(-c2ccccc2)cc1)NC1CCC1 (configuration not stated) | 98 | -11 | 97 | 1 | 1.3 | 1 | -1 | 5 | -0.23 | 11

Continued:
SMILES | STAT3 activator | APP 5UTR inh | STAT1 activator | STAT1 inh | NF-kB neuron act | FLuc act counter | FLuc inh counter | STAT3 blocker | ROMK primary | APP 5'UTR act
CCCNc1ncnc2nc[nH]c12 | 95 | -13 | 107 | -7 | 1.2 | 1 | -3 | 6 | nt | 13
COc1ccc(C)cc1NC(=S)N1CCN(S(C)(=O)=O)CC1 | 99 | -10 | 96 | 4 | 1 | 1 | -3 | 4 | nt | 10
CCOc1ccc(C(C#N)N2CCOCC2)cc1OC (configuration not stated) | 101 | 8 | 98 | 2 | 1 | 1 | -2 | 4 | nt | -8
CCCCN(C(=O)Nc1ccc(OCC)cc1)C1CCN(C(C)=O)CC1 | 106 | -4 | 94 | 7 | 1 | 1 | -3 | -3 | nt | 4
COc1cccc(-c2cc(=O)c3cc(NC(=O)c4ccc(N(C)C)cc4)ccc3[nH]2)c1 | 139* | 92* | 103 | -3 | 0.93 | 1 | -2 | -49 | 3 | -92
CCCOc1ccccc1Nc1nnc(C)c(=O)[nH]1 | 101 | -2 | 97 | 3 | 0.99 | 1.1 | -6 | 0 | nt | 2
Oc1ccc(-c2nc3ncccn3c2Nc2ccc3c(c2)OCCO3)cc1 | 107 | 2 | 103 | 0 | 1.1 | 1 | -1 | -9 | -0.59 | -2
COc1cc(CN(C)Cc2cc(=O)n3ccsc3n2)ccc1OC(F)F | 85 | 2 | 77 | 23 | 0.62 | 1.1 | -6 | 21 | 0.026 | -2
Cc1ccc(S(=O)(=O)NC(C)(C)CSc2ncccn2)cc1 | 89 | -14 | 93 | 6 | 0.85 | 1 | -1 | 15 | 0.82 | 14
CC(C)NC(NC(=O)Cc1ccccc1)C(Cl)(Cl)Cl (configuration not stated) | 103 | 10 | 86 | 16 | 0.92 | 1 | -3 | 2 | nt | -10
COc1cc([N+](=O)[O-])ccc1NC(=O)CC1SC(=Nc2ccc(F)cc2)N(CCC2=CCCCC2)C1=O (configuration not stated) | 100 | -2 | 107 | -8 | 1.1 | 1.1 | -8 | 1 | nt | 2
O=C(N=C1c2ccccc2CN1c1cccc(Cl)c1)c1cccnc1 | 90 | -21 | 101 | -1 | 1.8 | 1 | -1 | 15 | -0.45 | 21
Cc1onc(-c2ccccc2Cl)c1C(=O)OCC(=O)Nc1ccc2c(c1)OCO2 | 94 | -13 | 99 | 2 | 0.71 | 1 | 3 | 13 | nt | 13
CCCCN1C(=O)C(O)(CC(=O)c2ccco2)c2cc(Br)ccc21 (configuration not stated) | 102 | -13 | 104 | -3 | 2.7 | 1.1 | -8 | -2 | nt | 13
COc1ccc(C2(CNC(=O)c3ccccc3[N+](=O)[O-])CCOCC2)cc1 | 96 | -5 | 107 | -7 | 1.2 | 1 | -3 | 7 | 0.16 | 5
CCOC(=O)C(NC(=O)c1ccccc1)(OCC1(CC)COC1)C(F)(F)F (configuration not stated) | 103 | -16 | 96 | 4 | 1.4 | 1 | -2 | 0 | -1.2 | 16
CCNC(=O)NC(=O)COC(=O)c1cccc(NS(=O)(=O)/C=C/c2ccccc2)c1 | 101 | -1 | 98 | 2 | 1.1 | 1.1 | -6 | 3 | -0.12 | 1
Cc1c(N=Cc2nc3ccccc3n2C)c(=O)n(-c2ccccc2)n1C | 117 | -17 | 126 | -29 | 0.83 | 0.2 | 83* | -10 | nt | 17
O=C(Nc1cccc(F)c1)c1ccc2c(c1)OCO2 | 96 | -62 | 118 | -20 | 3.5* | 0.7 | 30 | 9 | nt | 62
Cc1nc2nc3c(cn2n1)C(=O)CC(C)(C)C3 | 100 | -6 | 99 | 1 | 1.1 | 1 | -4 | 9 | nt | 6
c1ccc(-c2cc(-c3ccc(N4CCOCC4)cc3)nc3ccccc23)cc1 | 95 | 6 | 103 | -3 | 1 | 1 | 2 | 3 | -0.059 | -6
O=C1c2ccccc2C(O)(c2ncc[nH]2)N1CCc1ccccc1 (configuration not stated) | 105 | 4 | 102 | -2 | 1.2 | 1 | -1 | -5 | nt | -4
CCOC(=O)c1ccc(NC(=O)NC2CC3CCC(C2)N3Cc2nnnn2Cc2ccco2)cc1 (configuration not stated) | 93 | 4 | 105 | -6 | 0.73 | 1.1 | -7 | 12 | nt | -4
COC(=O)C/C=C/[C@@H](C)[C@@H](/C=N/OC[C@H]1O[C@H](c2ccccc2)C=C[C@@H]1Oc1ccc(OC)cc1)NS(=O)(=O)c1ccc(C)cc1 | 104 | 0 | 97 | 4 | 0.86 | 1.1 | -11 | -7 | -1.5 | 0
CN1CCc2c(OCC(=O)N3CCCc4ccccc43)cccc2C1=O | 93 | 10 | 82 | 19 | 0.64 | 1 | -5 | 15 | 0.0075 | -10

Remaining list, next part
SMILES | STAT3 activator | APP 5UTR inh | STAT1 activator | STAT1 inh | NF-kB neuron act | FLuc act counter | FLuc inh counter | STAT3 blocker | ROMK primary | APP 5'UTR act
Cc1ccc([N+](=O)[O-])cc1N(CC(=O)N1CCCCC1)S(C)(=O)=O | 100 | 3 | 103 | -7 | 1 | 1 | -2 | 5 | 0.11 | -3
COC(=O)CC1C(=O)NCCN1C(=O)NC1CCCCC1 (configuration not stated) | 102 | -7 | 101 | -1 | 0.98 | 1.1 | -7 | 6 | -0.17 | 7
CCC(CC)C(=O)OCC(=O)Nc1ccc(S(=O)(=O)N2CCOCC2)cc1OC | 98 | 23 | 99 | 1 | 0.84 | 1.1 | -8 | 9 | -0.53 | -23
Cc1ccc(-c2ccc(C(=O)NCc3ccccc3)o2)c2ccccc12 | 103 | 9 | 105 | -5 | 1.1 | 1 | -3 | -6 | -0.007 | -9
CCc1nc2c(c(=O)c3ccccc3n2C)c(=O)n1CCc1ccc(OC)cc1 | 144* | 12 | 110 | -11 | 0.61 | 1.1 | -11 | -52 | nt | -12
CC(C(=O)Nc1cccnc1)N1C(=O)c2ccccc2C1=O (configuration not stated) | 103 | 10 | 101 | -1 | 0.95 | 1 | -3 | 4 | 0.3 | -10
